# Mm-Cpn inhibitor = Inhibitors of TCP-1 ring complex (TRiC) of Methanococcus maripaludis (MmCpn): qHTS; Chaperonin Mm-Cpn (Methanococcus maripaludis); purified Mm-Cpn ATPase, ADP Transcreener TR-FRET; Potency, µM (titrated, usually from 76.9 µM), without a hit: top-dose activity, negative = inhibition, actives largely listed as inhibitors; 0.031% of 330,000 active; AID 504842, 2011; note: potency is the fitted concentration of half-maximal effect; % is set by controls: 0 for no effect and ±100 for the full control effect; nearly all actives have a fitted effect of over 80% in size
#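 ATP (10 uM final) was added to archaeal chaperonin (25 nM final) after 10 min exposure to test compound at 37°C; after 30 min further incubation, ADP was detected by competitive TR-FRET.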
# CCT modulator = High-Throughput Screening for Modulators of Cytosolic Chaperonin Activity; purified chaperonin ATPase assay, HTRF ADP detection, 30 min; activity change, % (test concentration not listed), hits read low; 0.3% of 360,000 active; AID 651819, 2012; in the data active = activity change below about -30%; note: % is set by controls: 0 for no effect and ±100 for the full control effect
#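 First, chaperonin was dispensed at 40 nM or 20 nM final depending on batch activity. Next, compounds were pinned at 76 uM and ATP added at 10 uM. After 30 min at 37 °C, ADP detection reagents ran 30 min at ambient temperature.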
# Nrf2 inh = Nrf2 qHTS screen for inhibitors; 2.1% of 360,000 active; Potency, µM (doses to about 46 µM), without a hit: at the highest dose activity change, negative = inhibition, hits mostly inhibitors; A549 ARE-Fluc reporter, luciferase luminescence, 18-24 h; note: potency is the fitted concentration of half-maximal effect; % is set by controls: 0 for no effect and ±100 for the full control effect; nearly all actives have a fitted effect of over 60% in size
#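 Nrf2 function is reported as luminescence of an ARE-controlled luciferase in A549 cells. Compounds were tested at several concentrations, and a CellTiter-Fluor read on the same wells flagged cytotoxicity.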
# TGFb SMAD3 inh = qHTS for Inhibitors of TGF-b; HepG2 CAGA-GFP TGF-b/SMAD3 reporter, GFP fluorescence, 18 h; TGF-beta stimulated, 500 pg/mL final; Potency, µM (titrated, usually from 46.1 µM), inactives show top-dose activity, negative = inhibition, usual class: inhibitors; 1.2% of 410,000 active; note: potency is the fitted concentration of half-maximal effect; % is set by controls: 0 for no effect and ±100 for the full control effect; nearly all actives have a fitted effect of over 65% in size
#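 First, reporter cells (HEPG2 CAGA-GFP) rested 2 h at 37 degrees C. Next, compounds were pinned in and TGF-beta added to 500 pg/mL final. After 18 h, GFP was imaged per cell and summed per well.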
# pAkt inh = HTS Assay for Inhibitors of Akt Phophorylation: Primary Screen; Neuro2A IGF-stimulated pAkt S473 HTRF, 20 min; active compounds read low; activity change, % for hits at 50 µM; AID 651550, 2012; 0.32% of 360,000 active; in the data active = activity change below about -80%; inconclusive = mostly about -51% to -80%; note: % is set by controls: 0 for no effect and ±100 for the full control effect
#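 Single-point screen (50 µM final compound) in Neuro2A cells stimulated 20 min with 6 nM IGF at 37 deg C. After lysis, Ser473-phosphorylated Akt read by HTRF (ex 330 nm, em 615/665 nm) as the 665/615 ratio.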
# A549 tox = Nrf2 qHTS screen for inhibitors: counterscreen for cytotoxicity. A549 ARE-Fluc cells, CellTiter-Fluor viability, 18-24 h. Potency, µM (doses to about 46 µM), for the others: at the highest dose activity change, negative = cytotoxicity, actives largely listed as inhibitors. 0.16% of 390,000 active; note: potency is the fitted concentration of half-maximal effect; % is set by controls: 0 for no effect and ±100 for the full control effect
#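 Cytotoxicity counterscreen: CellTiter-Fluor fluorescence was measured in A549 ARE_Fluc cells after 18-24 h of compound exposure in a concentration series. The subsequent BugLite luminescent read reports ARE-luciferase activity.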
# Nrf2 ARE act = qHTS of Nrf2 Activators; AREc32 ARE-luciferase reporter (MCF7-derived line), luminescence, 24 h; 0.31% of 410,000 active; AID 624171, 2012; Potency, µM (titrated, usually from 46.1 µM), for inactives: top-dose activation, usual class: activators; note: potency is the fitted concentration of half-maximal effect; % of control where 0% means no effect; nearly all actives have a fitted effect of over 65% in size
#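 Luciferase luminescence (Steady-Glo, 30 min at room temperature) served as the read-out of ARE activation in AREc32 cells treated with compounds for 24 hr at 37 deg C.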
# HepG2 tox = qHTS for Inhibitors of TGF-b: Cytotox Counterscreen | HepG2 CAGA-GFP viability, ATP luminescence, 18 h | Potency, µM (doses to about 46.1 µM), for the others: top-dose activity change, negative = cytotoxicity, usual class: cytotoxic | 0.76% of 410,000 active; note: potency is the fitted concentration of half-maximal effect; some results filed as inactive show a strong effect at the top dose
#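 HepG2 CAGA-GFP cells (1000/well, DMEM with 1% FBS) received compound, then TGF-beta at 500 pg/mL final, and were incubated 18 hours at 37 degrees C. Viability was read by CellTiter-Glo luminescence. Media-only wells were set as complete cell-killing and DMSO as no toxicity.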
# S2 tox = Viability Counterscreen for Primary qHTS for Inhibitors of ATXN expression. S2 cells (HEK-293 line with an ATXN2-luciferase reporter) viability, CellTiter-Fluor protease fluorescence, 24 h. 0.49% of 400,000 active. Potency, µM (top dose mostly 56.7 µM), usual class: cytotoxic; note: potency is the fitted concentration of half-maximal effect; nearly all actives have a fitted effect of over 40% in size
# * = called active by the depositor; i = inactive; ? = inconclusive; . = not tested or not shown; & = joins results of further samples; [ ] = another dose, or the depositor's remark. Unless noted, calls come from the whole dose curve; as a rule, active = well fitted curve in the direction sought with a large enough effect; inconclusive = small, poorly fitted or top-dose-only effect, or another doubt; inactive = no such curve, though single readings can be large; an effect the other way counts as inactive or inconclusive.
SMILES,Mm-Cpn inhibitor,CCT modulator,Nrf2 inh,TGFb SMAD3 inh,pAkt inh,A549 tox,Nrf2 ARE act,HepG2 tox,S2 tox
Cc1cccc(C(=O)N/C(=C\c2ccc(C)o2)C(=O)O)c1,-1%,-1.4,-2%,6%,i,0%,0.0%,-70%,i
CCc1cc(C(=O)N2CCCc3ccccc32)sc1C,.,-0.9,24%,-15%,i,-3%,0.1%,-5%,i
Cc1ccnc2nc(C(=O)Nc3nnc(CC(C)C)s3)nn12,1%,-1.0,26%,18%,i,1%,0.1%,-16%,i
COC(=O)[C@@H]1C[C@]2(Br)c3ccccc3N(S(=O)(=O)c3ccccc3)[C@@H]2N1C(=O)OC,.,0.9,15%,4%,i,-11%,-0.1%,-9%,i
COC(=O)C(=Cc1ccc(-c2ccsc2C(=O)OC)o1)C(=O)OC,1%,1.0,1%,?,i,?,13µM*,-46%,i
Cc1nn2c(NCc3cccnc3)c3c(nc2c1-c1ccccc1)CCC3,0%,0.9,?,3%,i,-3%,-1.9%,-20%,i
CCCCCCCC1CC(/C(C)=N/NC(N)=O)OC1=O (stereo not drawn),3%,-1.3,3%,-27%,i,-1%,-0.4%,1%,i
O=C(Nc1cccc(C(=O)N2CCN(Cc3ccccc3)CC2)c1)c1ccccc1,1%,1.7,-23%,-1%,i,-2%,0.4%,-2%,i
CCCc1nn2c(=O)cc(COC(=O)c3ccccc3NC(=O)c3cccs3)nc2s1,.,.,.,-2%,.,4%,-0.8%,-3%,i
CC(C)(C)C(=O)Nc1ccc(Cc2ccncc2)cc1,.,0.3,-5%,-2%,i,11%,0.0%,-8%,i
Cc1oc2ccc(O)c(CN3CCC(C)CC3)c2c1C(=O)Nc1ccccc1,.,.,1%,18%,.,1%,5.5%,-36%,?
CCN(Cc1ccccc1)C(=O)c1oc2ccc(S(=O)(=O)N3CCOCC3)cc2c1C,4%,0.9,?,1%,i,2%,0.4%,-18%,i
CCOC(=O)/C=C/C(=O)Nc1ccc(S(=O)(=O)Nc2cc(OC)nc(OC)n2)cc1,.,-0.5,.,5%,i,.,7.1%,-1%,i
Cc1cccc(N(CC(=O)N/N=C/c2ccc(C(=O)O)cc2)S(=O)(=O)c2ccccc2)c1C,.,-4.3,2%,5%,i,6%,0.1%,21%,i
Cc1ccccc1OCCC(=O)OCC(=O)Nc1ccc(N2CCOCC2)cc1,-2%,-2.9,-1%,-2%,i,0%,6.3%,-13%,i
O=C1CN(C(=O)c2ccccc2Br)C(c2ccc(F)cc2)c2cc(F)ccc2N1 (stereo not drawn),2%,-3.1,8%,?,i,0%,0.4%,-36%,i
Cc1ccc(NC(=O)c2cc(S(=O)(=O)N3CCC(C)CC3)cn2C)cc1Cl,.,.,.,-12%,.,-13%,-0.9%,2%,i
COc1ccc(NCCC(O)c2ccc(Cl)cc2)cc1 (stereo not drawn),-2%,1.7,3%,9%,i,-1%,6.3%,9%,i
CCC(C)(C)NC(=O)C(c1cccnc1)N(C(=O)c1csnn1)c1ccc(C)cc1 (stereo not drawn),?,0.4,1%,-1%,i,1%,-0.8%,-7%,i
O=C(COC(=O)c1ccc(Cl)nc1)Nc1ncc(Cl)cc1Cl,0%,-0.1,?,11%,i,-3%,2.3%,6%,.
c1ccc(CCc2ccccc2-c2nc(-c3ccccn3)no2)cc1,0%,1.1,-4%,0%,i,7%,4.1%,-16%,i
COc1ccc(-c2c(C)c3ccc(O)c(CN4CCCCC4C)c3oc2=O)cc1OC (stereo not drawn),.,.,.,-24%,.,10%,-0.7%,-6%,.
CC(C)Oc1ccc(CNC(=O)c2ccc3nc(SCc4ccc(F)cc4)n(C)c3c2)cc1,.,.,11%,-4%,.,2%,0.6%,-6%,.
Cc1cc(O)c(N=Nc2ccc(C(=O)O)cc2)cc1C,.,0.3,3%,27%,i,-9%,-0.1%,-10%,i
CCCCCOc1ccc(CN2CCOCC2)cc1Cl,-1%,-0.8,?,-18%,i,16%,2.0%,-35%,i
Cc1oc(-c2cccs2)cc1C(=O)N1CCC(C)(C(=O)NS(=O)(=O)C2CC2)C1 (stereo not drawn),.,1.7,.,12%,.,.,0.2%,2%,i
O=C(CN(Cc1ccc2c(c1)OCO2)C(=O)CNS(=O)(=O)c1ccccc1)NCc1ccco1,0%,2.9,.,14%,i,-1%,0.2%,32%,i
CC1CCN(C(=O)COC(=O)c2ccc3c(c2)OCO3)CC1,-1%,1.3,?,?,i,-7%,0.2%,3%,i
CCOc1ccc(NC(=O)Cn2nnc(-c3ccc(C(N)=O)cc3)n2)cc1S(=O)(=O)N1CCCC1,-1%,0.1,18%,0%,i,0%,0.6%,0%,i
CSc1ncccc1C(=O)N1CCCC(CCC(=O)NCc2ccccc2F)C1 (stereo not drawn),-3%,-5.1,-1%,1%,i,0%,-0.5%,-9%,?
CC(C(=O)c1ccccc1)[n+]1cccc(Br)c1 (stereo not drawn),1%,-3.8,11%,8%&-21%,i,-2%,0.1%,5%&0%,i
CCCOc1ccc(C(=O)NCCCn2ccnc2)cc1,1%,-0.1,-20%,3%,i,-3%,1.7%,13%,i
Cc1cccc(OCC(=O)Nc2ccc3c(c2)OCCO3)c1,0%,0.6,7%,5%,i,-14%,2.1%,1%,i
CCOc1ccc(C(=O)N2CCN(S(=O)(=O)c3ccc4c(c3)OCCO4)CC2)cc1OCC,0%,0.2,-4%,0%,i,2%,-0.8%,6%,i
COc1cccc(/C=N/NC(=O)CNC(=O)/C=C\c2ccccc2)c1O,-15%,0.9,?,?,i,0%,-0.3%,-17%,i
CC(=O)Nc1ccc(N=Cc2ccc(OCc3ccccc3)cc2)cc1,?,-1.6,17%,-17%,i,5%,3.7%[9.22 µM],-23%,i
CC1(C(=O)NS(=O)(=O)c2cccc(F)c2)CCN1C(=O)CCC1CCCC1 (stereo not drawn),.,-0.1,.,3%,i,.,0.3%,-2%,i
CC(c1ccco1)N(C(=O)c1ccc(Cl)c([N+](=O)[O-])c1)c1ccccn1 (stereo not drawn),-13%,1.0,17%,-12%,i,2%,21%,4%,i
CN(c1ccccc1)c1ccc(/C=N/N2CCOCC2)cc1,-3%,-3.2,?,16%,i,1%,-0.6%,7%,i
COc1cc(/C=N/NC(=O)C(=O)NCC2CCCO2)ccc1O (stereo not drawn),0%,-2.3,1%,12%,i,3%,-0.5%,0%,i
COc1ccc(Cn2cc(CN3CC(N4CCN(Cc5ccccc5F)CC4)CS3(=O)=O)nn2)cc1 (stereo not drawn),.,0.0,.,.,i,.,-0.5%,.,i
COC(=O)c1[nH]c2cccc(OC)c2c1NC(=O)CN1CCOCC1,-3%,-4.0,0%,15%,.,3%,3.5%,10%,i
CCOc1ccccc1N(C)S(=O)(=O)c1ccc2c(c1)CCN2C(=O)CCC(=O)O,0%,3.8,3%,0%,i,4%,-0.1%,7%,i
C=C(C)C(COc1c2occc2cc2ccc(=O)oc12)OC(C)(C)C(O)COc1c2occc2cc2ccc(=O)oc12 (stereo not drawn),-2%,1.1,-16%,-5%,i,-6%,-0.1%,-22%,?
O=C(N/N=C/c1coc2ccc(Cl)cc2c1=O)c1ccncc1,-1%,0.2,17%,12%,i,1%,-0.1%,0%,i
CCOc1ccc(OCCN2C(=O)c3ccccc3C2=O)cc1,-9%,-1.7,?,-4%,i,0%,3.4%,6%,i
O=c1c(-c2ccc(O)cc2)coc2c([C@@H]3O[C@H](CO)[C@@H](O)[C@H](O)[C@H]3O)c(O)ccc12,1%,0.7,8%,-17%,i,-3%,-0.7%,0%,i
CC(=O)Nc1ccc(NC(=O)CN2C(=O)CN(C)C(=O)c3ccccc32)cc1,.,.,.,8%,.,5%,0.3%,2%,?

# Filtered by structure, the entries above containing four or more nitrogen atoms (eight)
SMILES,Mm-Cpn inhibitor,CCT modulator,Nrf2 inh,TGFb SMAD3 inh,pAkt inh,A549 tox,Nrf2 ARE act,HepG2 tox,S2 tox
Cc1ccnc2nc(C(=O)Nc3nnc(CC(C)C)s3)nn12,1%,-1.0,26%,18%,i,1%,0.1%,-16%,i
Cc1nn2c(NCc3cccnc3)c3c(nc2c1-c1ccccc1)CCC3,0%,0.9,?,3%,i,-3%,-1.9%,-20%,i
CCCc1nn2c(=O)cc(COC(=O)c3ccccc3NC(=O)c3cccs3)nc2s1,.,.,.,-2%,.,4%,-0.8%,-3%,i
CCOC(=O)/C=C/C(=O)Nc1ccc(S(=O)(=O)Nc2cc(OC)nc(OC)n2)cc1,.,-0.5,.,5%,i,.,7.1%,-1%,i
CCC(C)(C)NC(=O)C(c1cccnc1)N(C(=O)c1csnn1)c1ccc(C)cc1 (stereo not drawn),?,0.4,1%,-1%,i,1%,-0.8%,-7%,i
CCOc1ccc(NC(=O)Cn2nnc(-c3ccc(C(N)=O)cc3)n2)cc1S(=O)(=O)N1CCCC1,-1%,0.1,18%,0%,i,0%,0.6%,0%,i
COc1ccc(Cn2cc(CN3CC(N4CCN(Cc5ccccc5F)CC4)CS3(=O)=O)nn2)cc1 (stereo not drawn),.,0.0,.,.,i,.,-0.5%,.,i
CC(=O)Nc1ccc(NC(=O)CN2C(=O)CN(C)C(=O)c3ccccc32)cc1,.,.,.,8%,.,5%,0.3%,2%,?
